Bioassay records deposited in PubChem BioAssay by The Scripps Research Institute Molecular Screening Center.
DDE Tn6 FP inh: inhibitors of Tn6 peptide binding to human fibrin DD(E); P02675; Fibrin DD(E) TRITC-Tn6 fluorescence polarization displacement; inhibition, % at 8.3 µM; 0.21% of 370,000 active;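 active = inhibition above a per-campaign cutoff: mean of compounds within control limits plus 3 SD, cut at about 15% in these data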;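 note: 0% = median of all compound wells on the plate and 100% = blocking peptide control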
Target sequence (P02675 whole entry, looked up): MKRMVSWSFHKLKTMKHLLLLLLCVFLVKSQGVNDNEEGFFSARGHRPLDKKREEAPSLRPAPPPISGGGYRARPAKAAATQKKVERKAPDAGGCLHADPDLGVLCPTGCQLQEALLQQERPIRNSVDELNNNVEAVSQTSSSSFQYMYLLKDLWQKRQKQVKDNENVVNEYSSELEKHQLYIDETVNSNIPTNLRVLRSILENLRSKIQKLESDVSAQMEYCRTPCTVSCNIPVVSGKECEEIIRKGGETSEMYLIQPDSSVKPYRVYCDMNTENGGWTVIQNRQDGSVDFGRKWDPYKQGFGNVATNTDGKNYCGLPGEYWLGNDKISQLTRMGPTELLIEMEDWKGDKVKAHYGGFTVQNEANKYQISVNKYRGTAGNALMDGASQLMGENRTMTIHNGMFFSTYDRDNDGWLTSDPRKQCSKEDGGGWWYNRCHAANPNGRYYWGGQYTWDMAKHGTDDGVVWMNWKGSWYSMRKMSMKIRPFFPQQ
Tn7 DDE FP: inhibitors of Tn7 peptide binding to human fibrin DD(E); FP displacement of FITC-Tn7 peptide from fibrin DD(E); 0% = median of compound wells per plate; inhibition, % at 8.3 µM; 0.13% of 370,000 active; P02675;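 active = inhibition above the mean of compounds falling within the control limits plus 3 SD of them, cut at about 14% in these data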;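 note: 0% = plate median of compound wells and 100% = 10 µM Aha-Tn7 peptide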
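Assay system: Human fibrin DD(E) protein | Medium: Tris buffer with calcium and detergent, pH 7.8 | Reagent: 0.1 µM fluorescent Tn7 | Compound dosing: Single point at 8.3 µM | Times: 10 min preincubation, 3 h with tracer, room temperature | Detection: Fluorescence polarization of the labelled Tn7 tracer | Controls: Aha-Tn7 high control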
ASAP1 GAP inh: inhibitors of human ASAP1 ArfGAP activity | inhibition, % at 16.5 µM | ASAP1-stimulated ARF1 GTP hydrolysis, GDP FP detection | 0.19% of 360,000 active; in the data active = inhibition above about 25%;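 note: 0% = vehicle with enzyme and substrate and 100% = no enzyme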
ADAM10 inh: ADAM10 inhibition, QFRET primary screen | O14672 | recombinant ADAM10, EDANS/DABCYL FRET peptide cleavage, 3 h | 0.62% of 370,000 active | inhibition, % at 7 µM;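 active = inhibition above a per-campaign cutoff equal to the mean of compounds falling between control-based bounds plus 3 SD, cut at about 20% in these data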;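 note: 0% = DMSO wells while the 100% control is not disclosed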
TDP2 absorb: TDP2 (human) inhibition, absorbance primary screen; recombinant TDP2, T5PNP hydrolysis, p-nitrophenol absorbance 415 nm; AID 720702; 0.34% of 370,000 active; inhibition, % at 12.8 µM;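 active = inhibition above the mean of all tested compounds plus 3 SD, set per campaign, cut at about 25% in these data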;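 note: 0% = DMSO with enzyme and 100% = buffer with substrate but no TDP2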
Target sequence (O95551 whole entry, looked up): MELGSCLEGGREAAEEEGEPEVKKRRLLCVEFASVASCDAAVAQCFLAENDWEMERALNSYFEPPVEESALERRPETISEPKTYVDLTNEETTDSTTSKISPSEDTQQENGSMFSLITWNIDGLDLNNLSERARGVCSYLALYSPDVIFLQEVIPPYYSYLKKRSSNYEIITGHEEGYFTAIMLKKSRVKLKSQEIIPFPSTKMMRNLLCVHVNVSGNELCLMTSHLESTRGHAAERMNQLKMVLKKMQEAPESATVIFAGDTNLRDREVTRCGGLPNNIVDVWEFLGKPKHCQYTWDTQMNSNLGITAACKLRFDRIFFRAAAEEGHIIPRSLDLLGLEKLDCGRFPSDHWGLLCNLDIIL
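Read-out basis: percent inhibition. System: recombinant human TDP2. Buffer or medium: Mg2+-containing Tris-HCl buffer, pH 7.5. Repeats: single replicate. Timing: reaction 2 h, 37 °C. Benchmarks: high control without enzyme, low control DMSO plus TDP2. Probe or stimulus: 5 mM T5PNP. Doses: 12.8 µM only. Measured by: epi absorbance of p-nitrophenol freed from T5PNP by hydrolysis.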
PLCg1 inh: PLC-gamma1 (human) inhibition, primary screen; P19174; purified PLC-gamma1, fluorogenic substrate, fluorescence; inhibition, % at 12.2 µM; 0.84% of 370,000 active; in the data active = inhibition above about 9.5%
ADAM17 inh: ADAM17 inhibition, QFRET primary screen | P78536 | recombinant ADAM17, EDANS/DABCYL FRET peptide cleavage | inhibition, % at 6.95 µM | 0.83% of 370,000 active | AID 720648;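 active = inhibition above the mean of compounds lying between control limits plus 3 SD, set per campaign, cut at about 8.5% in these data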;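 note: 0% = DMSO-only wells as the low control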
SIAE primary: blocks human sialic acid acetylesterase. SIAE FP-Rh probe binding, fluorescence polarization. inhibition, % at 9.66 µM. 0.69% of 370,000 active. AID 1053197;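 active = inhibition above a cutoff: mean of compounds within the control limits plus 3 SD of those, cut at about 17% in these data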;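 note: 0% = plate median of compound wells and 100% = probe without SIAE protein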
ARFGAP1 inhibitor: inhibits rat ARF GTPase activating protein 1; Q62848; Arfgap1-stimulated ARF1 GTP hydrolysis, GDP FP detection; inhibition, % at 16.5 µM; 0.26% of 360,000 active; AID 651572;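 active = inhibition above a per-plate limit, mean inhibition of low control wells plus 3 SD, cut at about 25% in these data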;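 note: 0% = DMSO wells with enzyme and 100% = wells lacking Arfgap1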
Target sequence (Q62848 1-136 limits assumed): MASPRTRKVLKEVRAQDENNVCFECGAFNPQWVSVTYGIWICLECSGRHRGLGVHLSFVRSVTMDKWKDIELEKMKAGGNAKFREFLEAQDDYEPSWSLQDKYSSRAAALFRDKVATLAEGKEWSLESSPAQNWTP
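Material: rat Arfgap1 GAP domain (His6, aa 1-136), purified enzyme. Also added: human ARF1(Δ1-17)-GTP substrate. Compound dosing: 16.5 µM single point, 1.26% DMSO. Timing: enzyme reaction 120 min at 25 °C after 20 min preincubation. Signal: GDP detection by fluorescence polarization. Read-out basis: percent inhibition of GAP-stimulated GDP formation, scaled between DMSO and no-Arfgap1 medians.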
PLC-beta3 inh: inhibitors of human phospholipase C beta3; Q01970; Purified PLC-beta3, fluorogenic substrate, fluorescence; inhibition, % at 12.2 µM; 0.18% of 370,000 active; AID 720704; in the data active = inhibition above about 11%;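 note: 0% = median of compound wells on plate and 100% = full blocker control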
* = called active by the depositor; . = no result given. The order is random (roughly 3.6% active in at least one column).

A first look, 2 compounds:
SMILES	DDE Tn6 FP inh	Tn7 DDE FP	ASAP1 GAP inh	ADAM10 inh	TDP2 absorb	PLCg1 inh	ADAM17 inh	SIAE primary	ARFGAP1 inhibitor	PLC-beta3 inh
COc1cccc(N/C(SCc2cccc([N+](=O)[O-])c2)=C(/C#N)C(N)=O)c1	0	-2	-4	8	-7	1	3	-4	1	-11
O=C(Nc1ccccc1N1CCN(C(=O)c2ccccc2)CC1)c1cc(Br)ccc1Cl	-1	1	-5	9	-12	2	7	-3	0	-7

The whole of this part, repeating the preview:
SMILES	DDE Tn6 FP inh	Tn7 DDE FP	ASAP1 GAP inh	ADAM10 inh	TDP2 absorb	PLCg1 inh	ADAM17 inh	SIAE primary	ARFGAP1 inhibitor	PLC-beta3 inh
COc1cccc(N/C(SCc2cccc([N+](=O)[O-])c2)=C(/C#N)C(N)=O)c1	0	-2	-4	8	-7	1	3	-4	1	-11
O=C(Nc1ccccc1N1CCN(C(=O)c2ccccc2)CC1)c1cc(Br)ccc1Cl	-1	1	-5	9	-12	2	7	-3	0	-7
COc1ccc(/C=C(\NC(=O)c2cccs2)C(=O)Nc2ccc(C)cc2)cc1OC	1	4	-12	-38	1	-2	-19	0	5	3
COc1nccnc1NS(=O)(=O)c1ccc(NC(=S)NC(=O)c2cccnc2)cc1	-7	-1	-4	4	9	1	-2	2	6	-7
O=C(NCc1cccnc1)c1ccc(COc2ccccc2Br)cc1	5	3	17	11	9	0	0	-4	15	-1
CSc1cccc(Nc2ccc(S(=O)(=O)N3CCOCC3)cc2[N+](=O)[O-])c1	-1	-4	1	-38	-2	4	1	4	-1	-2
O=C(CCCn1c(SCC(=O)c2ccccc2)nc2ccccc2c1=O)NCC1CCCO1 (stereo not drawn)	5	-2	4	-4	11	2	0	-1	7	-1
CCc1ccc(C(=O)Cc2cc3cccc(OC)c3oc2=O)cc1	2	1	2	4	17	0	-1	5	8	-4
CC(=O)c1cccc(NC(=O)N2CCCCCC2)c1	5	-8	7	-7	-2	1	0	-4	10	-2
Cc1ccc(NC(=O)Nc2ccc3c(c2)CCC3)cc1	-11	-8	-3	-1	3	-1	-3	-1	7	-7
CCOC(=O)c1ccccc1NC(=O)COc1coc(CN2CCc3ccccc32)cc1=O	-1	-1	-4	3	-3	3	0	7	-6	1
Cc1ccc(C2=NN(CC(=O)NCc3cccs3)C(=O)CC2)cc1	1	3	6	-4	-4	1	-3	7	8	-5
Cc1nc(-c2coc3cc(O)c(C)cc3c2=O)cs1	4	5	2	-208	-6	-182	-59	-1	5	-233
Cn1c2c(c(=O)n(C)c1=O)C(NC(=O)c1cccs1)(C(F)(F)F)C(=O)N2 (stereo not drawn)	-1	-4	0	3	7	4	-1	5	-7	3
O=C1C2C3C=CC(C3)C2C(=O)N1/N=C/c1cn(Cc2ccccc2)c2ccccc12 (stereo not drawn)	8	2	2	-2	-1	-4	-3	3	-7	-1
Cc1nn(Cc2ccccc2)c(Cl)c1C(=O)NCc1ccco1	-4	6	-6	10	10	0	-1	-4	1	-5
CCS(=O)(=O)c1nc(S(=O)(=O)c2ccc(C)cc2)c(N2CCOCC2)s1	-2	0	-2	1	-8	4	-7	-7	2	-12
CCNC(=O)CSc1nc2cc([N+](=O)[O-])ccc2n1-c1cccc(C(F)(F)F)c1	-8	-5	3	4	-15	3	1	-6	1	4
N#Cc1c(NC(=O)c2ccc(N3CCOCC3)c([N+](=O)[O-])c2)sc2c1CCCC2	5	-2	7	4	4	3	6	1	-8	2
Cc1cc(C)c2c(NC(=S)NC(=O)c3ccccc3)n[nH]c2n1	-3	2	8	-12	-7	-4	-8	-2	4	-4
O=C(Cc1noc2ccccc12)Nc1ccc2ccccc2c1	0	-5	-7	10	3	4	5	3	-11	3
CC(C)n1nc(CC(=O)O)c2ccccc2c1=O	1	4	-9	3	-6	0	-3	0	-1	-1
Cc1ccccc1CC1(CO)CCCN(Cc2cn[nH]c2-c2ccccc2)C1 (stereo not drawn)	-7	3	-6	4	-5	4	-5	6	-19	0
Cc1cc(=O)oc2cc(NC(=O)C3COc4ccccc4O3)ccc12 (stereo not drawn)	0	2	-4	-26	-7	-1	-11	-2	3	-6
O=C(c1cccc(Cl)c1)N1CCC(N2CCC(C(=O)N3CCCC3)CC2)CC1	2	4	-6	10	-3	2	-2	-2	2	-8
O=C1C=C(c2cccc(CO)c2)C[C@@H](c2ccc(Cl)cc2)C1	1	2	1	6	11	0	3	2	0	1
OCCN1CCSC1=S	3	4	-2	-12	-8	1	-1	3	0	2
CC1CCC(NC(=O)C(=O)Nc2ccc3c(c2)OCO3)CC1 (stereo not drawn)	-8	-2	11	3	6	0	-2	-7	5	-5
CCCNC(=O)c1nnsc1Sc1ccc(Cl)cc1	2	0	-11	2	11	4	-2	1	11	1
Cn1nc(-c2ccccc2)c2cc([N+](=O)[O-])ccc21	5	0	5	3	-3	1	3	-4	-9	-6
COc1ccc(-c2csc(C3=C(O)CN(Cc4ccc(Cl)cc4)C3=N)n2)cc1OC	-3	3	11	5	2	-13	-5	-5	15	-19
CSc1nnc(Cc2cc(=O)[nH]c(=O)[nH]2)n1-c1cc(C)ccc1C	-2	-2	0	14	-6	6	4	-4	-3	3
COc1ccccc1NC(=O)/C(=C\c1cccs1)NC(=O)c1ccco1	2	-5	0	5	8	3	-2	0	-6	-2
COc1ccccc1C(C)NC(=O)Cc1ccsc1 (stereo not drawn)	-2	3	8	-1	11	2	-1	-1	15	-1
CN(Cc1ccccc1)C(=O)c1ccc(NC(=O)Cc2ccc(NC(=O)C3CCN(C(=O)CCc4ccccc4)CC3)cc2)cc1	-2	1	10	6	3	0	0	-23	0	3
COc1c(Cl)cc(Cl)cc1CNCCO	-1	-12	9	0	6	5	1	5	1	2

Given as a markdown table: 4 of the compounds above.
| Structure | DDE Tn6 FP inh | Tn7 DDE FP | ASAP1 GAP inh | ADAM10 inh | TDP2 absorb | PLCg1 inh | ADAM17 inh | SIAE primary | ARFGAP1 inhibitor | PLC-beta3 inh |
| --- | --- | --- | --- | --- | --- | --- | --- | --- | --- | --- |
| CC1CCC(NC(=O)C(=O)Nc2ccc3c(c2)OCO3)CC1 (stereo not drawn) | -8 | -2 | 11 | 3 | 6 | 0 | -2 | -7 | 5 | -5 |
| CCCNC(=O)c1nnsc1Sc1ccc(Cl)cc1 | 2 | 0 | -11 | 2 | 11 | 4 | -2 | 1 | 11 | 1 |
| Cn1nc(-c2ccccc2)c2cc([N+](=O)[O-])ccc21 | 5 | 0 | 5 | 3 | -3 | 1 | 3 | -4 | -9 | -6 |
| COc1ccc(-c2csc(C3=C(O)CN(Cc4ccc(Cl)cc4)C3=N)n2)cc1OC | -3 | 3 | 11 | 5 | 2 | -13 | -5 | -5 | 15 | -19 |

Continuation:
SMILES	DDE Tn6 FP inh	Tn7 DDE FP	ASAP1 GAP inh	ADAM10 inh	TDP2 absorb	PLCg1 inh	ADAM17 inh	SIAE primary	ARFGAP1 inhibitor	PLC-beta3 inh
O=C1C2C3C=CC(CC3)C2C(=O)N1c1ccc(Br)cc1 (stereo not drawn)	4	-5	-8	-28	1	4	1	3	5	0
CCOc1ccc(C(=O)Nc2ccccc2-c2ccccc2)cc1Cl	1	1	-9	2	7	0	-2	-8	3	3
CCS(=O)(=O)CCSc1nc2c(cc1C#N)CCCC2	-4	3	-6	0	3	1	-2	-6	5	-3
CCC(C(=O)NC1CCCC1)N(C(=O)Cn1nnc(-c2ccc(C)o2)n1)c1ccc(OC)c(OC)c1 (stereo not drawn)	-1	-5	2	-2	4	1	-1	-1	-1	-1
Cc1ccc(S(=O)(=O)c2nc(-c3ccco3)oc2N2CCC(C)CC2)cc1	-3	-4	-8	7	-3	0	-3	-3	-11	-1
C=CCNc1oc(COc2ccc(C)cc2)nc1C#N	3	1	-2	-15	3	2	-1	2	-13	-1
O=C(c1ccncc1)N(c1ccc2oc3c(c2c1)CCCC3)S(=O)(=O)c1cccc([N+](=O)[O-])c1	-5	-5	4	4	0	2	3	-10	6	2
CC1CN(C(=O)CCC(=O)NCc2ccccc2)c2ccccc2S1 (stereo not drawn)	-2	-5	-1	0	-2	2	0	4	-7	2
CCC1C(=O)NCCN1C(=O)c1ccc(OC)c(OC2CCN(C(C)=O)CC2)c1 (stereo not drawn)	-5	-1	8	-13	-5	0	-1	0	6	-7
CCOC(=O)c1c(NC(=O)Cn2nc(C(F)(F)F)cc2C)sc2c1CCC2	-7	-2	0	3	-3	6	2	-2	-3	2
CN(C)c1ccc(NC(=O)c2ccc(Cn3cc([N+](=O)[O-])cn3)cc2)cc1	6	4	-4	1	4	-1	3	2	-2	4
COc1ccccc1N1C(=O)C2C(c3ccccc3F)NN(C(=O)c3ccc(C)cc3)C2C1=O (stereo not drawn)	6	2	4	-3	1	-1	-1	-1	-8	3
O=C(Nc1ccc(Cl)cc1C(=O)Nc1ccccn1)c1ccco1	4	2	10	-8	-3	-26	-4	-8	4	-36
O=C1OC[C@@H]2CCCN2C(=O)[C@@H](CC(=O)N(CCO)Cc2ccccc2)C/C=C\C[C@H]1Cc1ccc(F)cc1	-6	-2	0	9	-2	-2	1	-5	9	1
Cc1noc(COc2ccccc2OCc2onc(C)c2Cl)c1Cl	-15	-1	-5	-2	-5	1	-2	1	7	1
NC(=O)N/N=C/c1c(O)ccc2oc3c(c12)CCCC3	-3	2	7	4	-16	-16	-1	3	-6	-13
O=C(NCCc1ccccc1)c1ccc(NC(=O)C2CCC2)cc1	-3	-9	-11	-17	-6	4	4	0	-11	-1
Nc1cc(S(=O)(=O)Nc2cc(Cl)ccc2Cl)ccc1N1CCCC1	1	3	1	8	-7	-2	2	2	6	-7
CC(=O)CC[C@@H]1CC[C@]2(CCCN(C(=O)c3ccccc3)C2)O1	6	-4	.	0	7	1	0	-4	.	4
Cc1cccc(Oc2ccccc2NS(=O)(=O)c2ccc(CCC(=O)O)cc2)c1	-2	5	12	-1	1	-5	-2	13	-10	-9
CN(Cc1ccco1)S(=O)(=O)c1ccc2c(c1)CCN2C(=O)CCC(=O)O	4	-9	-10	-1	-3	1	2	-1	-9	2
COc1cccc(Nc2nc3ccccc3nc2-n2nc(C)cc2C)c1	-2	-6	-3	-11	5	-5	-2	10	2	-1
COc1ccc(-n2nc3c(c2NC(=O)c2ccc(S(=O)(=O)N4CCOCC4)cc2)CS(=O)C3)cc1 (stereo not drawn)	-3	-5	6	0	6	0	1	6	5	3
O=C(Nc1ccc(Oc2cccnc2)cc1)C1CCCCN1Cc1ccc(CO)o1 (stereo not drawn)	-2	-1	12	-22	1	-1	-3	-11	-10	-6
O=C(CC(C(=O)O)C1CCCO1)Nc1cccc(C(F)(F)F)c1 (stereo not drawn)	13	1	4	-5	-6	-3	0	-1	-9	1
